High-throughput results deposited in PubChem by Broad Institute.
S100A4 inh HTS = inhibitors of S100A4-myosin IIA peptide binding, primary screen, biochemical, fluorescence polarization, TAMRA-MyoIIA peptide; 360,000 tested, 0.14% active; Protein S100-A4 (Homo sapiens), P26447; inhibition, % at 10.7 µM;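 active means mean inhibition of at least 70% across replicates, with every replicate also reaching that level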
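assay system = human S100A4 monomer with TAMRA-labelled myosin IIA peptide | also added = labelled myosin peptide probe, 5 nM | incubation = 5 min between mix addition and reading | control set = DMSO and TFP controls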
Xi reactivation = activators of inactive X chromosome reactivation, primary screen, imaging, XiGFP fibroblasts, GFP high-content imaging, set 2. XiGFP mouse fibroblasts, % GFP-positive cells imaging, 3 d; cells co-treated with 5-aza-dC sensitizer; scaled so ellipticine positive control = 100%. 360,000 tested, 0.055% active. activation, % at 7.58 µM;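 active means mean normalized replicate activation at least 10% and every replicate at or above 10%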;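 further: 0% = median of on-plate neutral control wells and 100% = ellipticine 6 µM median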
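System: SV40-immortalized XiGFP fibroblast cells, line 68-5-11 / Incubation: 3-day compound exposure, then 15 min fixation at room temperature / Compound: single concentration per compound, delivered by pin transfer / Buffer or medium: DMEM plus 5-aza-dC sensitizer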
RAD54 branch = inhibitors of human RAD54 branch migration, primary screen, biochemical, fluorescence, single point; DNA repair and recombination protein RAD54-like (Homo sapiens), Q92698; inhibition, % at 10.4 µM; RAD54 Holliday junction branch migration, FAM/BHQ fluorescence; 360,000 tested, 0.14% active; AID 602329, 2012;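 active means mean normalized replicate activity at least 40 and at least half of replicates scoring 40 or more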;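 further: 0% = median of neutral control wells and 100% = median of positive control wells; inhibitors cause a drop in the FAM fluorescence signal; in these data hits start at about 50%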
ERAP1 inh = human ERAP1 aminopeptidase inhibitors, primary screen, biochemical, single point, plate reader; recombinant ERAP1, Leu-AMC fluorescence, 60 min; inhibition, % at 10.7 µM; 340,000 tested, 0.15% active; AID 652197, 2013;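 active means mean replicate inhibition of at least 30%, or all replicates individually reaching that 30% level; inactive means mean below 30% and not every replicate reaching it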;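 further: 0% = neutral control wells and 100% = L-leucinethiol positive control wells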
RAD52 anneal inh = RAD52 DNA annealing inhibitors, primary screen, biochemical, FRET, single point, set 2; DNA repair protein RAD52 homolog (Homo sapiens), P43351; inhibition, % at 18.7 µM; 360,000 tested, 0.46% active; recombinant RAD52 DNA annealing, FRET fluorescence;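 active means every replicate showing at least 50% inhibition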
esBAF inh = Bmi1 luciferase reporter increase in mESCs, primary screen, esBAF inhibitor project, mouse ES cells, Bmi1 luciferase knock-in, single point; reporter increase, % at 12.5 µM; 350,000 tested, 2% active; 24 h; 100% = twice the neutral-well signal; in the data active means activation above about 40%;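 further: 0% = median of the plate's neutral control wells and 100% = double that signal; a rise in the Bmi1 reporter signal indicates esBAF inhibition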
ERp5 block = inhibitors of ERp5-driven insulin aggregation, primary screen, biochemical, turbidity, absorbance 650 nm, single point; Protein disulfide-isomerase A6 (Homo sapiens), Q15084; 90 min; inhibition, % at 9.99 µM; 350,000 tested, 0.05% active; AID 651711, 2012;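 active means mean replicate inhibition above about 25%, with every replicate also reaching it, limit read from the data, passing the limit was not always enough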
Target sequence (Q15084 whole entry, looked up): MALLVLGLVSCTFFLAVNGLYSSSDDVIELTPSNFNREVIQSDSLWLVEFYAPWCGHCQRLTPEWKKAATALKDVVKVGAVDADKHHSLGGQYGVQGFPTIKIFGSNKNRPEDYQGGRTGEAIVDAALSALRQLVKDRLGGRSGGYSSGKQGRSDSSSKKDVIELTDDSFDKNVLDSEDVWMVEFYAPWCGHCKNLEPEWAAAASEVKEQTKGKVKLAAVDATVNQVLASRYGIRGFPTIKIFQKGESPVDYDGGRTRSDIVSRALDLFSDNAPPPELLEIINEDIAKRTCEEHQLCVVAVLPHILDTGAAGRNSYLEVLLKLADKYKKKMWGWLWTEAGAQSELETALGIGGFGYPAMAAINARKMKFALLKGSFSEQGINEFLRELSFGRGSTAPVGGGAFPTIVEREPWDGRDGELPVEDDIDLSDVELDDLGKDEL
E-selectin induc = E-selectin induction in HUVECs, primary screen, imaging, HUVEC, immunofluorescence imaging, single point; P16581; 260,000 tested, 0.37% active; AID 686992, 2013; normalized: neutral wells 0, TNF-alpha wells 100; activation, % at 7.58 µM;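 active means mean E-selectin-positive cell signal at least 10% of the positive control, reached in at least 60% of replicates, without over 20% cell loss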;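 further: in these data hits start at about 27%; measured in HUVEC primary endothelial cells; signal is the percent of cells scored E-selectin positive by PE staining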
Target sequence (P16581 whole entry, looked up): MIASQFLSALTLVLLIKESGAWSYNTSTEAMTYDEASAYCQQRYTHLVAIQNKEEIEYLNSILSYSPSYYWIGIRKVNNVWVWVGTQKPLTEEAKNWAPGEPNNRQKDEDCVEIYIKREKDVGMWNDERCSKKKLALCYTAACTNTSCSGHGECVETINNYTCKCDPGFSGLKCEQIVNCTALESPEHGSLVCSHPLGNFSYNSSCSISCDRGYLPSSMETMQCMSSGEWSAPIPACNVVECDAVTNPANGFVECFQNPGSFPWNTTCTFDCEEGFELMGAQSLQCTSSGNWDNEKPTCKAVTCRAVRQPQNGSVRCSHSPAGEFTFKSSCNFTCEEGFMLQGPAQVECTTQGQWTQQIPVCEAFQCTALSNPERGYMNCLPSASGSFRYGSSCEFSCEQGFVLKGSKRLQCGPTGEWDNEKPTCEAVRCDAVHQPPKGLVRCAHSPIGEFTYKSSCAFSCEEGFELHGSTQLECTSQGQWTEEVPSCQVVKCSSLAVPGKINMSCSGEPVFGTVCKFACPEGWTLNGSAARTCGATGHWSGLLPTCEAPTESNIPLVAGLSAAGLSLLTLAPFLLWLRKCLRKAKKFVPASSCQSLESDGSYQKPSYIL
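Read-out: % PE-positive cells | Test system: HUVEC | Doses: One compound dose added by pin transfer | Buffer or medium: EGM-2 over gelatin coat | Signal: Immunofluorescence imaging | Benchmarks: TNF-alpha, DMSO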
* marks the source's active call; other numbers are inactive results; nt = no result given; & = joins results of further samples.

SMILES	S100A4 inh HTS	Xi reactivation	RAD54 branch	ERAP1 inh	RAD52 anneal inh	esBAF inh	ERp5 block	E-selectin induc
C[C@H]1CN([C@@H](C)CO)S(=O)(=O)c2ccc(C#CC3CC3)cc2O[C@H]1CN(C)Cc1ccc(F)cc1	3	-0.8	5	1	-14	-3	4	1.0
COc1ccc(S(=O)(=O)N(C)C[C@H]2Oc3ccc(N(C)C)cc3C(=O)N([C@@H](C)CO)C[C@H]2C)cc1	-2	0.2	-9	-2	0	-2	1	nt
COc1ccc(C(=O)Nc2ccncc2)cc1S(=O)(=O)N1CCOCC1	-3	0.0	3	1	-2	9	-7	-1.6
O=C(Cc1ccc(F)cc1)N/N=C/c1ccccn1	0	0.0	nt	-5	-10	nt	5	0.1
COc1ccc(OC(=O)COc2cc(C)ccc2C)cc1	-3	0.0	-3	-4	-8	-9	1	nt
COCCNC(=O)C(c1ccc(F)cc1)N(C(=O)CCC(=O)Nc1nccs1)c1ccc(C)cc1 (configuration not stated)	4	0.1	nt	2	-6	nt	-4	nt
CN1c2ccc(Br)cc2[C@@H]2[C@@H](CCN2S(=O)(=O)c2cccc(F)c2)[C@H]1CO	-5	0.0	10	2	2	4	0	-0.1
COC(=O)C1CCN(S(=O)(=O)c2c[nH]c(=O)[nH]c2=O)CC1	-2	0.0	2	0	0	-2	-9	0.4
Oc1cc(NCCc2cccnc2)cc2cccnc12	11	1.0	2	7	8	-3	1	-0.3
C=CC(=O)Nc1ccc(N(C)c2ccnc(Nc3ccc(N4CCN(C)CC4)cc3)n2)cc1	7	0.8	75*	4	100*	4	6	nt
O=S(=O)(Nc1ccc(NS(=O)(=O)c2ccccc2)c(Cl)c1)c1ccccc1	-2	0.0	-6	-2	0	2	0	-0.1
C[C@@H]1CN([C@@H](C)CO)C(=O)c2cc(NC(=O)C3CC3)ccc2O[C@@H]1CN(C)S(=O)(=O)c1ccc(Cl)cc1	-27	0.0	7	0	0	-3	-1	0.0
COc1ccc(-c2c(C)c3cc(O)ccc3oc2=O)cc1OC	-6	0.0	5	1	2	-10	-2	nt
CCCNC(=O)N(C)C[C@H]1Oc2cc(C#C[C@H](C)O)ccc2S(=O)(=O)N([C@H](C)CO)C[C@@H]1C	-2	0.0	-7	-1	17	-2	1	-0.1
CNC[C@@H]1OCCCC[C@@H](C)Oc2ccc(NC(=O)Nc3cccc4ccccc34)cc2C(=O)N([C@@H](C)CO)C[C@H]1C	-21	-0.2	-2	0	-53	3	-4	-0.2
N#CCC(=O)N/N=C/c1cn(Cc2ccccc2C#N)c2ccccc12	0	-0.1	-11	nt	-17	0	5	5.4
CC(C)CC#Cc1cnc2c(c1)C(=O)N([C@@H](C)CO)C[C@@H](C)[C@H](CN(C)C(=O)c1cnccn1)O2	-3	-1.0	-2	0	-8	0	-5	4.3
COc1ccccc1-c1csc(C(O)c2cccc(Cl)c2)n1 (configuration not stated)	0	0.1	-15	0	1	2	-3	-0.1
Cc1ccc2ccccc2c1NC(=O)c1ccco1	2	0.0	-3	2	0	-2	-1	0.0
Clc1ccc(Nc2nc(-c3cccnc3)cs2)cc1	2	nt	-3	4	-9	54*	1	nt
CN1CCN(C(=O)c2ccc(Cc3cn(C)c4ccccc34)nc2)CC1	-3	0.0	-13	nt	-22	-2	6	-1.6
CCCCNC(=O)c1cc2nc(-c3ccccc3)cc(C(F)(F)F)n2n1	-7	0.1	0	6	-9	8	-1	nt
C[C@H]1CN([C@@H](C)CO)C(=O)Cc2cc(NC(=O)CCN3CCOCC3)ccc2O[C@H]1CN(C)CC1CC1	nt	-0.4	-1	nt	-9	-2	-2	-2.8
CC1CCCC(NC(=O)Cn2c(Cl)nc3c2c(=O)n(C)c(=O)n3C)C1C (configuration not stated)	-6	0.0	9	0	-23	-1	-16	-0.2
COc1ccccc1CNC(=O)C1CCN(S(=O)(=O)N2CC(C)CC(C)C2)CC1 (configuration not stated)	-1	nt	nt	8	5	nt	-10	nt

The closing 4 compounds of the section above open the next one.
SMILES	S100A4 inh HTS	Xi reactivation	RAD54 branch	ERAP1 inh	RAD52 anneal inh	esBAF inh	ERp5 block	E-selectin induc
CCCCNC(=O)c1cc2nc(-c3ccccc3)cc(C(F)(F)F)n2n1	-7	0.1	0	6	-9	8	-1	nt
C[C@H]1CN([C@@H](C)CO)C(=O)Cc2cc(NC(=O)CCN3CCOCC3)ccc2O[C@H]1CN(C)CC1CC1	nt	-0.4	-1	nt	-9	-2	-2	-2.8
CC1CCCC(NC(=O)Cn2c(Cl)nc3c2c(=O)n(C)c(=O)n3C)C1C (configuration not stated)	-6	0.0	9	0	-23	-1	-16	-0.2
COc1ccccc1CNC(=O)C1CCN(S(=O)(=O)N2CC(C)CC(C)C2)CC1 (configuration not stated)	-1	nt	nt	8	5	nt	-10	nt
C[C@H](CO)N1C[C@H](C)[C@@H](CN(C)Cc2ccccc2)Oc2c(NC(=O)c3ccncc3)cccc2C1=O	-1&-2	0.2&-0.1	-12&-3	-2&-1	6&-4	-2&2	5&2	-0.3&1.1
CN1CCC(C)(C(=O)Nc2cccc3c2CCCC3)C1 (configuration not stated)	7	-0.1	-11	3	5	2	3	-0.1
CC(C)Oc1ccc(C(=O)Nc2ccccc2N2CCOCC2)cc1	-3	0.2	3	12	-2	nt	1	-0.7
Cc1noc(C)c1NC(=O)Nc1ccc2c(c1)C(=O)N([C@H](C)CO)C[C@@H](C)[C@H](CN(C)Cc1ccc(C(F)(F)F)cc1)O2	9	0.4	7	0	-1	-1	1	nt
O=C(Nc1cccc(S(=O)(=O)N2CCCCC2)c1)c1ccc(OCC2CCCO2)cc1 (configuration not stated)	-12	0.3	5	2	-10	6	-1	0.9
Cc1ccc(NC(=O)c2cc3c(CO)cnc(C)c3oc2=Nc2cccc(C(N)=O)c2)cc1	1	0.0	-5	-1	6	-5	0	nt
Cc1cc(C)c(S(=O)(=O)NCCn2c(C)cc3ccccc32)c(C)c1	25	0.0	-7	-1	-6	5	4	101*
C[C@H]1CN([C@@H](C)CO)C(=O)c2cccc(NC(=O)Nc3ccc(C(F)(F)F)cc3)c2O[C@H]1CN(C)S(C)(=O)=O	10	-1.1	-20	-2	8	15	0	0.6
COc1ccc(OC)c(NC2c3ccccc3C(=O)N2c2cccnc2)c1 (configuration not stated)	-1	0.1	11	1	-5	2	-6	nt
COC(=O)c1ccccc1NS(=O)(=O)c1c(C)noc1C	-9	0.1	-7	1	5	-2	4	nt
Cc1ccccc1-c1noc(CCC(=O)NCCc2ccccc2)n1	-4	0.0	0	-3	2	1	-4	0.1
Cc1ccc(-c2cnc3c(c2)C(=O)N([C@@H](C)CO)C[C@H](C)[C@@H](CN(C)Cc2ccccc2C(=O)O)O3)cc1	2	0.5	-10	1	0	2	-2	nt
CC1(C(=O)NS(=O)(=O)c2cccc(Cl)c2)CCN1C(=O)CC1CC1 (configuration not stated)	-6	0.1	-2	-1	-15	-1	-7	-0.2
O=C(N/N=C/c1sc(N2CCCCC2)nc1-c1cccs1)c1cccnc1	-12	-0.1	-3	1	-158	-5	3	2.9
CO[C@H]1CN(C)C(=O)c2cc(NS(C)(=O)=O)ccc2OC[C@H](C)N(C(=O)C2CC2)C[C@H]1C	3	-0.1	7	-1	7	-1	-2	-0.1
CCNC(=O)C[C@H]1CC[C@H]2[C@H](COc3ccc(NC(=O)C4CCOCC4)cc3C(=O)N2C)O1	4	-0.1	8	-1	3	9	-1	0.0
O=C(Cn1c(=O)oc2cc(S(=O)(=O)N3CCCC3)ccc21)N1CCc2ccccc2C1	0	0.0	6	5	-16	7	2	-1.6
CC(=O)c1ccc2c3c(ccc(O)c13)CC2	1	nt	11	0	-6	10	-2	nt
CCCNC(=O)c1cccc(NC(=O)C(C)C)c1	3	0.2	-3	0	-1	-1	-7	nt
CC(C)(O)C#Cc1ccc([C@H]2[C@H]3CN(C(=O)c4ccncc4)CCCCN3[C@H]2CO)cc1	-11	0.1	6	-1	3	7	0	-0.1
O=C(OCC(=O)N1CCCCCC1)c1cccc(Cl)c1	-3	0.0	-5	-4	-4	16	1	nt
CCC(CC)COC(=O)C1=C(C)NC(=O)NC1c1ccccc1Br (configuration not stated)	13	0.0	-7	0	-5	3	-4	nt
COc1ccc(NC2=C(c3ccc(OC)cc3)C(=O)c3ccccc32)cc1	0	0.0	-8	1	-1	nt	1	nt
CC(=O)Nc1ccc(OCCOc2ccc(/C=C3\C(=N)N4N=C(C)SC4=NC3=O)cc2)cc1	6	0.1	-1	-1	-21	0	-2	0.0
CCC(=O)N1CCCCN2[C@H](CO)[C@H](c3ccc(-c4ccc(F)cc4)cc3)[C@H]2C1	4	0.2	-9	0	2	-6	0	0.0
Carrying on.
SMILES	S100A4 inh HTS	Xi reactivation	RAD54 branch	ERAP1 inh	RAD52 anneal inh	esBAF inh	ERp5 block	E-selectin induc
Cc1ccccc1C(=O)NNc1ccc([N+](=O)[O-])cc1	0	nt	-6	3	-8	3	2	nt
C[C@H](NC(=O)c1nc[nH]c1C(=O)NCCCCCNC(=O)OC(C)(C)C)C(=O)OCc1ccccc1	-1	0.0	-2	-1	-11	2	3	-0.1
CN(C(=O)c1ccc(OC2CCN(CCc3ccccc3)CC2)cc1)C1CCOCC1	0	nt	nt	nt	-11	-3	1	0.3
CN=C(Nc1ccc(Br)cc1)SC1CC(=O)N(c2ccc(OC)cc2)C1=O (configuration not stated)	3	0.0	nt	3	-15	nt	1	0.1
CN(C(=O)COC(=O)/C=C/c1ccc2ccccc2n1)C1CCS(=O)(=O)C1 (configuration not stated)	-1	0.1	8	-6	-12	-9	2	nt
CC(C)CNc1ncnc2c1cnn2Cc1ccc(Cl)cc1	1	0.2	-2	1	-10	nt	1	nt
O=C(NC(=S)NNC(=O)c1ccccc1O)c1cccnc1	0	-0.1	nt	1	-18	nt	-2	nt
CC1(C)C/C(=N/Nc2ccc([N+](=O)[O-])cc2[N+](=O)[O-])C(C)(C)O1	2	0.0	nt	-1	4	-11	2	0.1
CN(C)C(=O)c1ccc(-c2ccc([C@@H]3[C@@H](CO)N4CCCCN(S(C)(=O)=O)C[C@@H]34)cc2)cc1	-12	0.1	-4	2	-12	nt	-4	0.4
Cc1ccccc1OCC(=O)NNC(=O)CSc1nc(N)cc(N)n1	0	0.0	nt	1	-5	0	2	nt
Cc1ccc(OCC(=O)OCc2c(C)noc2C)cc1C	-2	nt	-1	-4	-6	-5	-4	nt
O=C(c1cc(F)cc2c1OCOC2)N1CCN(c2ccc(F)cc2)CC1	2	0.1	nt	0	-7	-3	nt	nt
Cc1cccc(S(=O)(=O)N2CCCCN3[C@H](CO)[C@H](c4ccc(-c5ccccc5)cc4)[C@@H]3C2)c1	7	nt	-2	0	27	nt	-7	nt
COc1ccc(C2CC(=O)C3=C(C2)Nc2ccccc2N(C(=O)CCC(=O)O)C3c2ccc(F)cc2)cc1OC (configuration not stated)	-5	0.0	-4	3	-3	nt	9	3.9
O=S1(=O)CCOC[C@H](Cc2ccccc2)N1Cc1cccc(F)c1	-3	0.0	0	nt	-9	-5	2	0.1
